From PubChem
RGS4 block = RGS4 inhibitors, primary screen, cell-based, HEK293 M3R inducible RGS4, calcium flux; Fluo-4 calcium flux; stronger effect = higher value; triggered by carbachol at its EC20; B-score at 10 µM; 310,000 tested, 0.45% active; AID 463165, 2010;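 active means B-score, a plate-corrected calcium signal, over three deviations above library mean, with baseline fluorescence within five deviations of library mean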;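 further: RGS4 expression induced by doxycycline in cells with stable M3 receptor; B-score is computed from the integrated fluorescence ratio over baseline after carbachol; higher B-score means a larger calcium signal and so more RGS4 inhibition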
KCNK3 block = human KCNK3 channel inhibitors, primary screen, CHO cells, FluxOR thallium flux, B-score; Potassium channel subfamily K member 3 (Homo sapiens), O14649; FluxOR fluorescence; stronger effect = lower value; B-score at 10 µM; 340,000 tested, 0.84% active; AID 602410, 2012;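 active means B-score under library mean minus 4 SD, starting fluorescence ratio at most library mean plus 5 SD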;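 further: more negative B-score means stronger inhibition of thallium flux through KCNK3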
PolyA inh = polyadenylation inhibitors in yeast reporter cells, primary screen, luminescence, S. cerevisiae; S. cerevisiae SKY197-pL101 polyadenylation reporter, beta-gal luminescence; efflux-impaired pdr1/pdr3 knockout yeast; score 100 = 6 SD above DMSO; calls only at 12 µM; 300,000 tested, 0.02% active; AID 1875, 2009;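 active means lowest replicate activity score at least 50, where 100 means six control SD above control mean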;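 further: yeast exposed to compound for 9 h at 30 °C; higher score means more reporter readthrough which indicates perturbed polyadenylation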
DYRK1A inh = rat Dyrk1A kinase inhibitors, primary screen, biochemical, single point, plate reader; Dual specificity tyrosine-phosphorylation-regulated kinase 1A (Rattus norvegicus), Q63470; ADP-Glo luminescence, NFATc1 peptide; inhibition, % at 12.5 µM; 310,000 tested, 0.43% active; AID 504441, 2011; in the data active means inhibition above about 50%;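 further: plate controls were vehicle with enzyme for no effect and no enzyme for full effect; many of its hits are not listed in these tables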
hERG rescue = hERG rescue from dofetilide block, primary screen, cell-based, CHO-hERG, FluxOR thallium flux, dofetilide IC70; Voltage-gated inwardly rectifying potassium channel KCNH2 (Homo sapiens), Q12809; dofetilide IC70 present; activation (rescue from dofetilide block), less the hit threshold, % at 10 µM; 310,000 tested, 0.51% active; AID 1511, 2009;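 active means activation above the mean of controls blocked by dofetilide plus 5 SD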;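 further: thallium influx through hERG after potassium depolarization seen as dye fluorescence rise; in these data hits start at about 4.7%; inactives centre near -7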
GSK3beta inhib = human GSK3beta kinase inhibitors, primary screen, biochemical, cell-free homogeneous, HTS | activity score (negative = inhibition), % at 10 µM | Glycogen synthase kinase-3 beta (Homo sapiens), P49841 | 300,000 tested, 0.038% active | AID 2097, 2009 | GST-GSK3beta kinase, ADP-Glo luminescence, 60 min; stronger effect = lower value;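 active means more than half of replicate wells score below -50%, meaning over 50% inhibition versus plate controls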;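 further: 0% = median DMSO wells and -100% = median GW8510 positive control wells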
Target sequence (P49841 whole entry, looked up): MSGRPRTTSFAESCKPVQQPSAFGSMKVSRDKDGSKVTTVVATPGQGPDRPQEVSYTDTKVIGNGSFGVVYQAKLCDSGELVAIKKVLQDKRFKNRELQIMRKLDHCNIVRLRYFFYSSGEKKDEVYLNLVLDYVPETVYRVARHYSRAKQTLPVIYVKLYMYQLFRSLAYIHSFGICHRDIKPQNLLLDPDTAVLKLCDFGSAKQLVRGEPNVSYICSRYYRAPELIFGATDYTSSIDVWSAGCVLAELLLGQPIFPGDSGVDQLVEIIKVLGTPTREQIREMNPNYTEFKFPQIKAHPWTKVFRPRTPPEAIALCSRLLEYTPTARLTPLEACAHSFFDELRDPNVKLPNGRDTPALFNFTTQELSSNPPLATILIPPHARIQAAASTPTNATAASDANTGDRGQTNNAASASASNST
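Test system: GST-fused GSK3beta enzyme, cell-free | Quantity: 1.6 ng GST-GSK3beta enzyme per well | Reagent: 25 µM ATP with peptide substrate | Schedule: 60 min enzyme reaction, room temperature | Signal: Luminescent ADP-Glo measurement of ADP formed | Read-out basis: Score relative to plate controls | Control set: DMSO and 20 µM GW8510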
RGS4 pot = RGS4 potentiators or activators, primary screen, cell-based, HEK293 M3R inducible RGS4, calcium flux | carbachol calcium flux Fluo4; stronger effect = lower value | B-score at 10 µM | 310,000 tested, 0.92% active | AID 463111, 2010;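 active means B-score of the integrated calcium signal more than 4 SD below the library mean, with starting fluorescence not abnormally high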;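 further: negative B-score means reduced calcium response which marks RGS4 activation or potentiation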
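System – HEK293 FlpIn-TREx cells, stable M3R, doxycycline-inducible RGS4 · Reagent – ECmax carbachol challenge · Times – compound preincubation 20 min at room temperature before agonist · Technique – Fluo4 fluorescence kinetic imaging of calcium · Measure – B score of integrated Fluo4 ratio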
KCNQ1 block = inhibitors of human KCNQ1 channel, primary screen, cell-based, thallium flux, high-throughput; Potassium voltage-gated channel subfamily KQT member 1 (Homo sapiens), P51787; CHO-K1 KCNQ1, FluxOR thallium flux fluorescence; stronger effect = higher value; B-score at 10 µM; 310,000 tested, 1.3% active; AID 2642, 2010;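 active means compounds whose thallium flux B-score, printed positive for inhibition, exceeds three library SD while starting fluorescence stays within three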;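 further: channel opened by potassium depolarization with thallium stimulus after 20 min compound exposure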
KCNK9 block = KCNK9 potassium channel inhibitors, primary screen, HEK293 cells, thallium flux. AID 488922, 2010. FluxOR thallium flux fluorescence; stronger effect = lower value. Potassium channel subfamily K member 9 (Homo sapiens), Q9NPC2. 310,000 tested, 1.2% active. B-score at 10 µM;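 active means ratio B-score over 3 SD below the library mean, with starting fluorescence within 5 SD of its mean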;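 further: negative B-score means less thallium flux so channel inhibition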
GSK3 alpha inh = blockers of GSK3A enzyme activity – biochemical, luminescence, cell-free homogeneous, HTS, primary screen; inhibition, % at 10 µM; 320,000 tested, 0.1% active; AID 2650, 2010; Glycogen synthase kinase-3 alpha (Homo sapiens), P49840; GSK-3 alpha kinase, ADP-Glo luminescence, 60 min;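 in the data active means inhibition above about 50%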;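 further: GST-tagged GSK-3 alpha with peptide substrate and 25 µM ATP; 0% = DMSO neutral wells and 100% = GW8510 positive control wells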
Target sequence (P49840 whole entry, looked up): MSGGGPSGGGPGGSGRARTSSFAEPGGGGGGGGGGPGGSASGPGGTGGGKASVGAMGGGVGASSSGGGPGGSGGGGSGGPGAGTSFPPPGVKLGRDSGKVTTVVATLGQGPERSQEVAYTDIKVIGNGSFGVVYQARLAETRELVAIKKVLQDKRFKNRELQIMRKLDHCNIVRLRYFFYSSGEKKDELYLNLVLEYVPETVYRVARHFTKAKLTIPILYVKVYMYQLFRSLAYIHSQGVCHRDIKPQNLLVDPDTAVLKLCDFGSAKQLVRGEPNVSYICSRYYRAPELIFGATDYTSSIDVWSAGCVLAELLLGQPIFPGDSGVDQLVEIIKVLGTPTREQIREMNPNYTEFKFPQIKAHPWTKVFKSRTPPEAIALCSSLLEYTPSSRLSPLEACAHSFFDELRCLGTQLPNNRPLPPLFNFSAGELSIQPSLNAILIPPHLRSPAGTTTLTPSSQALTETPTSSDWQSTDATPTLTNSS
KCNQ1 pot = potentiators or activators of KCNQ1 channel, primary screen, cell-based, thallium flux, high-throughput; Potassium voltage-gated channel subfamily KQT member 1 (Homo sapiens), P51787; CHO-K1 KCNQ1, thallium flux FluxOR fluorescence; stronger effect = higher value; B-score at 10 µM; 310,000 tested, 0.35% active;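 active means fluorescence ratio B-score, a plate-corrected score, at least three library SD, with initial intensity B-score within 5 SD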
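Material: CHO-K1 cells stably expressing KCNQ1. Medium: assay buffer for compound exposure, DMSO matched across wells. Reagent: K+/Tl+ depolarizing stimulus. Compound dosing: single-concentration screen. Times: 37 °C overnight plating, 90-min dark dye load, 20-min compound pretreatment. Technique: FluxOR Tl+ flux fluorescence.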
* marks the source's active call; other numbers are inactive results; i = inactive; nt = not tested or not shown. The list is partial, so the mix of outcomes need not match the whole.

compound	RGS4 block	KCNK3 block	PolyA inh	DYRK1A inh	hERG rescue	GSK3beta inhib	RGS4 pot	KCNQ1 block	KCNK9 block	GSK3 alpha inh	KCNQ1 pot
Cc1ccc(-c2ccc(=O)n(CCC(=O)N3CCC4(CC3)OCCO4)n2)cc1	i	i	i	nt	-1.6	-3.3	i	i	i	-4.6	i
CCOc1cc2c(cc1OCC)-n1cccc1C(c1ccccc1O)NC2 (stereo not given)	i	i	i	3.6	-8.8	-4.5	i	i	i	9.6	i
Cc1cccnc1-n1c(-c2ccco2)nc2ccccc2c1=O	i	i	i	5.6	-5.5	0.1	i	i	i	-1.3	i
CC1CCN2c3nc4ccccn4c(=O)c3CC3(C(=O)N(C)C(=O)N(C)C3=O)C2C1 (stereo not given)	i	i	i	3.3	-9.7	2.9	i	i	i	-1.2	i
COc1cc(N2C(=O)CC(=O)NC2=O)cc(OC)c1OC	i	i	i	-1.0	-4.3	2.8	i	i	i	-2.1	i
Clc1ccccc1N1CCN(Cc2ccc3c(c2)OCO3)CC1	i	i	i	-1.5	-9.3	3.7	i	i	i	-2.3	i
Nc1c(C(=O)NCc2ccco2)c2nc3ccccc3nc2n1Cc1ccc(F)cc1	i	i	i	-0.2	-10.7	-0.3	i	i	i	14.1	i
CC/C(=N\NC(=O)c1ccccc1)c1c(O)n(C2CCCCC2)c(=O)[nH]c1=O	i	i	i	-4.1	-14.0	0.3	i	7*	i	-1.7	i
O=C(CCC(=O)N1C[C@H]2C[C@@H](C1)c1cccc(=O)n1C2)NCc1ccccc1	i	i	nt	-0.1	-7.9	1.2	i	i	i	-2.7	i
COc1ccc(Cn2c(O)c(/C=N/NC(=O)c3ccccc3O)c(=O)[nH]c2=O)cc1	i	i	i	-4.0	-14.4	0.7	i	i	i	-1.2	i
CN1CCC(c2c[nH]c3ccccc23)C1 (stereo not given)	i	i	i	2.4	-5.5	-2.9	i	i	i	1.8	i
CC(C)n1c(O)c(C=NCc2ccccc2)c(=O)[nH]c1=S	i	i	i	-2.5	-11.7	-1.7	i	i	i	17.9	i
Cn1nnc(CC[N+](C)(C)C)n1	i	i	i	nt	-4.7	0.6	i	i	i	-2.8	i
CCOc1ccc(N2C(=O)NC(=O)/C(=C\c3ccc(N4CCCCC4)o3)C2=O)cc1	i	i	i	1.0	-7.5	0.3	i	i	i	nt	i
Nc1ccc(N=Nc2ccccc2)cc1	i	i	i	0.3	-20.3	3.6	i	i	i	0.0	i
Cn1c(O)c(C=NCCN2CCOCC2)c(=O)[nH]c1=S	i	i	i	2.6	0.2	-3.4	i	i	i	1.8	i
COc1ccc(C(=O)CN2CCOCC2)cc1F	i	i	i	4.3	-2.4	5.5	i	i	i	-0.9	i
NC(=S)c1cn(C2OC(CO)C(O)C2O)c2ncnc(N)c12 (stereo not given)	i	i	i	95.3*	2.3	-52.3*	i	i	i	64.1*	i
COc1ccccc1N1C(=O)NC(=O)C(CCc2ccncc2)(CCc2ccncc2)C1=O	i	i	i	-1.1	2.0	-3.5	i	i	i	-0.3	i
CCOC(=O)C1CCN(C(C)C(=O)c2c[nH]c3ccccc23)CC1 (stereo not given)	i	i	i	4.0	-1.8	-1.0	i	i	i	-0.9	i
O=[N+]([O-])c1cccc2c([As](=O)(O)O)cccc12	i	i	i	-1.3	-3.2	2.3	i	i	i	-2.5	i
CCOP(=O)(OCC)C(Cc1ccccc1)NC(C)=O (stereo not given)	i	i	i	-4.6	-9.2	3.9	i	i	i	-0.9	i
O=c1[nH]c(=S)n(C2CCCCC2)c(O)c1/C=N/N1CCOCC1	i	i	i	1.7	-13.0	-17.6	i	i	i	26.9	i
COc1ccc(CCNCc2cccn2C)cc1	i	i	i	-0.2	-6.2	5.4	i	i	i	-2.8	i
CCCCn1c(O)c(C(C)=NCc2cc(OC)cc(OC)c2)c(=O)[nH]c1=O	i	i	i	-4.5	-13.1	1.4	i	i	i	2.5	i
Clc1cc(I)cc(Cl)c1NC1=NCCN1	i	i	i	-7.1	-2.8	0.9	i	i	i	-0.9	i
Cc1ccc2c(c1)CC1(CN2C)C(=O)NC(=O)N(c2cccc(C)c2C)C1=O (stereo not given)	i	i	i	-7.6	-9.3	3.2	i	i	i	1.0	i
COC(=O)N(c1ccccc1)P(=O)(Oc1ccccc1)Oc1ccccc1	i	i	i	-4.5	-10.0	1.1	i	i	i	-1.1	i
O=C(/C=C/c1ccccc1)NC(=S)N1C[C@H]2C[C@H](C1)c1cccc(=O)n1C2	i	i	i	7.9	-7.2	1.7	i	i	i	-1.3	i
COc1cc2c(cc1OC)CN(c1ccc([N+](=O)[O-])c(C(F)(F)F)c1)CC2	i	i	i	1.9	-0.3	-1.4	i	i	i	1.7	i
c1ccc(CN2CCN(Cc3ccc4ccccc4c3)CC2)cc1	i	i	i	-6.1	-4.0	-0.4	i	i	i	-1.9	i
O=C(N/N=C/C1C(=O)NC(=S)N(c2ccccc2)C1=O)c1cc(Br)c(O)c(Br)c1 (stereo not given)	i	i	i	-2.5	-13.7	-2.4	i	i	i	-1.2	i
O=C1NC(=S)N(c2ccccc2)C(=O)/C1=C/c1ccco1	i	i	i	7.0	-6.5	1.3	i	i	i	-4.9	i
NNC(=O)c1ccc(Cl)cc1	i	i	i	-8.4	-7.1	0.7	i	i	i	-1.6	i
CC(C)CC(=O)NC(Oc1ccc(Cl)cc1)C(Cl)(Cl)Cl (stereo not given)	i	i	i	6.1	-11.5	3.0	i	i	i	-0.9	i
CSc1ccc(C(=O)C2CCCN(Cc3cc4ccccc4[nH]3)C2)cc1 (stereo not given)	i	i	i	0.5	-26.3	0.0	-7.12*	i	i	1.2	i
CCn1c(O)c(C(c2ccccn2)c2c(O)n(CC)c(=S)[nH]c2=O)c(=O)[nH]c1=S	i	i	i	0.0	-0.1	-3.0	i	i	i	1.1	i
O=C(COc1ccccc1)NCCc1cnc[nH]1	i	i	i	4.3	-5.2	-0.7	i	i	i	-1.7	i
O=C1CC(=O)N(c2cccc(Br)c2)C(=O)N1	i	i	i	-5.7	-8.5	1.1	i	i	i	-2.0	i
CC(=NCc1ccc2c(c1)OCO2)c1c(O)n(Cc2ccccc2)c(=O)[nH]c1=O	i	i	i	nt	-10.2	2.3	i	i	i	-2.4	i
Cc1cccc(N/N=C/c2c(O)[nH]c(=S)[nH]c2=O)c1	i	i	i	-6.2	-10.0	-3.2	i	i	i	-1.5	i
Cc1ccc(-n2c(C)nc3cc(Cl)ccc3c2=O)nc1	i	i	i	-0.2	-2.7	1.6	i	i	i	-2.5	i
CCOC(=O)C1=C(N)OC2=C(C(=O)CCC2)C12C(=O)Nc1ccccc12 (stereo not given)	i	i	i	-0.6	-9.2	0.3	i	i	i	1.7	i
Oc1ccc2c3c1O[C@H]1c4oc5ccccc5c4C[C@@]4(O)[C@@H](C2)N(CC2CC2)CC[C@]314	i	i	i	0.0	-11.4	-0.8	i	i	i	1.0	i
CCCCCOc1ccc(C)cc1CN(CCCl)CCCl	i	i	i	-3.6	-7.7	2.2	i	i	i	1.6	i
COC(=O)C1=C(c2ccc(S(C)(=O)=O)cc2)C[C@@H]2CC[C@H]1N2C(=O)NC1CCCCC1	i	i	i	7.5	5.8*	2.1	i	i	i	-0.1	i
CCCOC(=O)COc1cc(C)cc2oc(=O)c3c(c12)CCC3	i	i	i	nt	-2.6	11.6	i	i	i	-2.1	i
O=C(c1cc2cc(Cl)ccc2[nH]1)N1CCC2(CC1)OCCO2	i	i	i	-0.6	-7.3	2.5	i	i	i	0.1	i
O=C(c1cccnc1)C1CCCN(Cc2nc(-c3cnccn3)no2)C1 (stereo not given)	i	i	i	3.8	-10.0	3.0	i	i	i	-0.9	i
COc1ccccc1N1CCN(Cc2c(F)cccc2F)CC1	i	i	i	6.0	-2.7	1.4	i	i	i	-3.5	i
CCc1ccc(NC(=O)C(C)OC(=O)c2c(C)nn(Cc3ccccc3)c2Cl)cc1 (stereo not given)	i	i	i	-2.1	-6.5	-5.2	i	i	i	nt	i
COC(=O)C1=C(c2cccc(OC)c2OC)C[C@@H]2CC[C@H]1N2C(=O)NCC1CC1	i	i	i	20.1	-4.7	-3.4	i	i	i	-2.2	i
CN1CCN(CCOC2c3ccccc3CSc3ccc(Cl)cc32)CC1 (stereo not given)	i	i	i	21.8	-5.7	0.4	i	i	i	0.5	i
CCOP(=O)(OCC)C(NC(=O)c1cccc2ccccc12)C(Cl)(Cl)Cl (stereo not given)	i	i	i	-3.7	-4.5	-2.2	i	i	i	-0.1	i
Cc1onc(-c2c(Cl)cccc2Cl)c1/C(N)=N/OC(=O)N(C)C	i	i	i	1.3	-7.7	0.3	i	i	i	-2.3	i
